Compound activity (PubChem BioAssay)
NR5A2 inv ag: LRH-1 (NR5A2) inverse agonists, primary screen, cell-based, luminescence, HEK293T, StAR-luciferase reporter. inhibition, % at 3.6 µM. 360,000 tested, 0.13% active. LRH-1 transfected, 24 h. Nuclear receptor subfamily 5 group A member 2 (Homo sapiens), O00482;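 active means inhibition above the mean inhibition of all tested compounds plus 3 SD, cut at about 73% in these data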;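 further: 0% = DMSO wells and 100% = reporter-only cells lacking LRH-1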
TLR9-MyD88 block: inhibitors of TLR9-MyD88 association in cells, primary screen, cell-based, CHO, BLA complementation, fluorescence; Toll-like receptor 9 (Homo sapiens) + Myeloid differentiation primary response protein …; CCF4 FRET ratio; inhibition, % at 4.98 µM; 340,000 tested, 0.21% active; AID 504734, 2011;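 active means inhibition above the mean over all tested compounds plus 3 SD, cut at about 21% in these data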;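 further: 0% = DMSO only wells and 100% = clavulanate BLA inhibitor control wells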
MC4R barr agon: MC4R agonists recruiting beta-arrestin, primary screen, cell-based, luminescence, agonist arm of biased-ligand search; U2OS MC4R beta-arrestin complementation; percent of melanotan II response, DMSO zero; 360,000 tested, 0.98% active; Melanocortin receptor 4 (Homo sapiens), P32245; activation, % at 8.9 µM;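 active means activation above a per-plate cutoff, the mean activation of sample wells on that plate plus 3 SD, cut at about 8% in these data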
Target sequence (P32245 whole entry, looked up): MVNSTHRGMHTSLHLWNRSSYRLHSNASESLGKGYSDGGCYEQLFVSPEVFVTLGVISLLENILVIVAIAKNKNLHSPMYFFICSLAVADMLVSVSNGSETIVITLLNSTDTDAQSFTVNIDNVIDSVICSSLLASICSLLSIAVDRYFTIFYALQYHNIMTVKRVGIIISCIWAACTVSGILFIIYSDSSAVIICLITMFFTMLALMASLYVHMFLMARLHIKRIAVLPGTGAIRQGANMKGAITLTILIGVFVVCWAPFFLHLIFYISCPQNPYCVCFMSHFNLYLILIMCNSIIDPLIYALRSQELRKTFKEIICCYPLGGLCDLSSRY
NCOA2 inhibitor: inhibition of GAL4-SRC2 driven luciferase reporter, primary screen, SRC2 inhibitor project, cell-based, luminescence. HEK293 GAL4-SRC2 luciferase reporter. Nuclear receptor coactivator 2 (Homo sapiens), Q15596. 370,000 tested, 0.17% active. inhibition, % at 9 µM. AID 651957, 2012;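 active means inhibition above the mean inhibition of all tested compounds plus 3 SD, set per campaign, cut at about 52% in these data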;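 further: 0% = DMSO treated cells and 100% = cells given Gossypol at 36 µM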
NCOA3 inh: SRC3 coactivator transcriptional activity inhibitors, primary screen, cell-based, luminescence; HEK293 GAL4-SRC3 luciferase reporter; Nuclear receptor coactivator 3 (Homo sapiens), Q9Y6Q9; 360,000 tested, 0.17% active; inhibition, % at 3.6 µM;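 active means inhibition above a per-campaign cutoff, the mean of all compounds plus 3 SD, cut at about 60% in these data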;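 further: 0% = DMSO-treated cells and 100% = gossypol-treated cells at 36 µM; higher means less SRC3-driven luciferase light from the GAL4 reporter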
EBV LMP1 NFkB: EBV LMP1-driven NF-kappaB luciferase reporter inhibitors, primary screen, cell-based, luminescence, single point. inhibition, % at 12.5 µM. AID 504558, 2011. LMP1-induced NF-kappaB luciferase reporter cells. 350,000 tested, 0.69% active; in the data active means inhibition above about 41%;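 further: 0% = neutral control wells and 100% = reference inhibitor control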
SRC1 inh: SRC1 coactivator transcriptional activity inhibitors, primary screen, cell-based, luminescence. AID 588354, 2011. 360,000 tested, 0.12% active. Nuclear receptor coactivator 1 (Homo sapiens), Q15788. inhibition, % at 3.6 µM. HEK293 GAL4-SRC1 luciferase reporter;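 active means inhibition above the campaign mean plus 3 SD, with each screening campaign given its own cutoff, cut at about 60% in these data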;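 further: 0% = DMSO treated cells and 100% = gossypol at 36 µM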
NR2F2 inh: NR2F2 transcriptional activity inhibitors, primary screen, cell-based, luciferase reporter, HEK293T, luminescence | HEK293T NGFI-A luciferase reporter | COUP transcription factor 2 (Homo sapiens), P24468 | inhibition, % at 8.6 µM | 370,000 tested, 0.7% active;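 active means inhibition above a per-plate cutoff, mean inhibition of test wells between control levels plus 3 SD, cut at about 38% in these data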;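 further: cells cotransfected with COUP-TFII expression vector driving the NGFI-A reporter; 0% = median of COUP-TF2 test wells and 100% = reporter-only cells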
Target sequence (P24468 whole entry, looked up): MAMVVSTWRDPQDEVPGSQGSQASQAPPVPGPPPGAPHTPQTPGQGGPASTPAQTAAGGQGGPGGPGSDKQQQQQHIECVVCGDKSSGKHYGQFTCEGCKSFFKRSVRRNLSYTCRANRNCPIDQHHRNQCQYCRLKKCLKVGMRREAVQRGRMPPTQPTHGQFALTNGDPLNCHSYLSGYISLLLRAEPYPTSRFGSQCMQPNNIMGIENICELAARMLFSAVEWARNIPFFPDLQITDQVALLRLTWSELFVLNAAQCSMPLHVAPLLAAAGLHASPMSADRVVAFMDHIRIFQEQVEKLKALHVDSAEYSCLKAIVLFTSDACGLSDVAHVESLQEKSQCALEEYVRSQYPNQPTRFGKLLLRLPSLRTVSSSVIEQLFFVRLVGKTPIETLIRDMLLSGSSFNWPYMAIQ
NOD2-RIPK2 inh: NOD2-RIPK2 binding disruptors in cells, primary screen, fluorescence, CHO cells, BLA complementation | Receptor-interacting serine/threonine-protein kinase 2 (Homo sapiens), O43353 | 360,000 tested, 0.38% active | inhibition, % at 4.98 µM | CCF4 ratio; in the data active means inhibition above about 21%;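 further: 0% = vehicle only and 100% = reference blocker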
ABHD5 PLIN5 PPI: ABHD5-PLIN5 interaction inhibitors, primary screen, cell lysate, split luciferase complementation, luminescence; Split G. princeps luciferase complementation, 4 h; AID 602281, 2012; 360,000 tested, 0.78% active; Perilipin-5 (Homo sapiens) + 1-acylglycerol-3-phosphate O-acyltransferase ABHD5 (Homo …; inhibition, % at 4 µM;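 active means inhibition above the mean inhibition across every tested compound plus 3 SD, cut at about 22% in these data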;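 further: 0% = DMSO only wells and the 100% control is not disclosed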
MC4R antagonist: MC4R antagonists of cAMP signaling, primary screen, cell-based, TR-FRET, antagonist arm of biased-ligand search; Melanocortin receptor 4 (Homo sapiens), P32245; MC4R-expressing cells, MTII-stimulated cAMP, LANCE TR-FRET; inhibition, % at 6.5 µM; 360,000 tested, 0.48% active;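 active means inhibition above its plate's cutoff, the mean of tested wells on that plate plus 3 SD, cut at about 29% in these data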;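 further: 0% = Melanotan II alone and 100% = Melanotan II plus saturating MCL0020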
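material = U2OS cells stably expressing human melanocortin 4 receptor (MC4R) | also added = Melanotan II challenge | dosing = single nominal compound dose of 6.5 µM | detection = TR-FRET with Eu-cAMP and labeled anti-cAMP, 671 nm | replication = singlicate | timing = compound 30 min, challenge 1 h, detection 1 h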
The depositor's hits bear a star.

entry | SMILES | NR5A2 inv ag | TLR9-MyD88 block | MC4R barr agon | NCOA2 inhibitor | NCOA3 inh | EBV LMP1 NFkB | SRC1 inh | NR2F2 inh | NOD2-RIPK2 inh | ABHD5 PLIN5 PPI | MC4R antagonist
1 | COc1ccc2ccccc2c1C1CC(=O)N2CN(Cc3ccco3)CSC2=C1C#N (configuration not stated) | -2 | -5 | -2.0 | 11 | -1 | 5 | 7 | 11 | -12 | -14 | 4
2 | CC(=O)Nc1cccc(NC(=O)CSc2nc(=O)n(CCCN3CCOCC3)c3c2CCC3)c1 | -12 | 11 | -2.2 | 9 | -1 | -6 | -2 | 4 | -7 | -3 | -5
3 | CC(C)(C)c1cc(CN2CCN(CCO)CC2)cc(C(C)(C)C)c1O | -5 | 6 | -1.8 | 11 | -15 | -9 | -12 | 8 | 8 | 2 | 5
4 | O=C(CSc1nc2c(sc3ccccc32)c(=O)n1CCCN1CCCC1)NCc1ccccc1 | -12 | 3 | -0.4 | -24 | 1 | -10 | -19 | 2 | 6 | 0 | 12
5 | CC1=CCC2C(=O)N(c3cccc(C(=O)NC(C)c4ccccc4)c3)C(=O)C2C1 (configuration not stated) | -4 | 5 | -0.3 | 4 | -3 | -4 | -36 | -8 | -7 | 1 | 10
6 | Nc1nnc2cc(F)ccc2n1 | -16 | 1 | -2.1 | -4 | -12 | 0 | -15 | 9 | -4 | -4 | 0
7 | Cc1cc(C)c2nc(NC(=O)[C@@H](NC(=O)c3cccc(S(=O)(=O)N4CCOCC4)c3)C(C)C)sc2c1 | -17 | -5 | -0.5 | -7 | -4 | 7 | -7 | 5 | -3 | 1 | 5
8 | CCCN(CCC)S(=O)(=O)c1cc(Br)cc2c1N(C(=O)CC)CC2 | 4 | -23 | 4.2 | 24 | -5 | 5 | 0 | 27 | -4 | -11 | -3
9 | CCN(C(=O)CSc1nc2nc(C)cc(C)n2n1)C1CCS(=O)(=O)C1 (configuration not stated) | 11 | -8 | -1.0 | 0 | 8 | -3 | -7 | 11 | 1 | -3 | 0
10 | CCN(CC)C(=O)Cn1cc(C(=O)C(=O)N2CCN(C)CC2)c2ccccc21 | 6 | -6 | -2.9 | -37 | 15 | -14 | -8 | 5 | -2 | 6 | -2
11 | O=C(NNC1=NS(=O)(=O)c2ccccc21)c1cccc([N+](=O)[O-])c1 | -12 | -4 | -0.8 | 0 | 2 | 2 | -7 | -7 | -8 | 2 | -3
12 | COc1ccc(/C=N/NC(=O)c2ccc(Br)cc2)cc1Cn1cc(Cl)cn1 | -14 | -4 | 8.2 | 0 | 20 | 1 | -24 | -15 | -3 | -5 | 4
13 | O=C(NCCCN1CCOCC1)c1ccccc1NS(=O)(=O)c1cc([N+](=O)[O-])ccc1Cl | 6 | -3 | 0.2 | -32 | -2 | -12 | -32 | 17 | -5 | -1 | 27
14 | COc1ccccc1Nc1cc(C(=O)NCc2cccnc2)c2ccccc2n1 | 8 | 0 | -1.7 | -1 | 4 | -11 | -4 | -10 | 10 | 4 | 1
15 | NC(=O)C1CCN(c2nnnn2-c2ccccc2)CC1 | -4 | -8 | -3.0 | 5 | 7 | -19 | 5 | 7 | -3 | 2 | 11
16 | O=C1N=C(N2CCOCC2)S/C1=C\c1ccccc1OS(=O)(=O)c1ccccc1 | 15 | 2 | -0.7 | 14 | 2 | -10 | -16 | -6 | 9 | 1 | 3
17 | O=C(Nc1c2c(nn1-c1ccc(Cl)cc1)CS(=O)(=O)C2)c1ccc2c(c1)OCO2 | 6 | -6 | -0.9 | -15 | -1 | -8 | 6 | 0 | 2 | -1 | -4
18 | O=C(O)c1cn(-c2ccc(F)cc2)c2cc(N3CCNCC3)c(F)cc2c1=O | 18 | 2 | -0.1 | 12 | -37 | -4 | -19 | 10 | 2 | 2 | 4
19 | COCCn1c(NC(=S)NC(=O)C23CC4CC(CC(C4)C2)C3)cc(=O)[nH]c1=O | -187 | -4 | -0.4 | -4 | -89 | -9 | -112 | 22 | -5 | -1 | -2
20 | CC(C)Cc1ccc(S(=O)(=O)N2CCN(C(=O)c3ccco3)CC2)cc1 | -7 | 5 | 1.7 | -3 | -2 | -5 | 0 | 16 | -1 | -9 | -3
21 | O=C(C[n+]1cccc2ccccc21)c1ccc(Cl)cc1 | 6 | 11 | 0.1 | -10 | -10 | -5 | -11 | 2 | -6 | 4 | 2
22 | Cc1ccc2c(C)c(C(=O)NCc3ccc(S(N)(=O)=O)cc3)oc2c1C | -9 | 5 | 0.5 | -2 | 10 | -9 | -6 | 3 | 2 | 5 | 14
23 | Cn1c(SCC(=O)NCCc2ccccc2)nc2c([nH]c3ccccc32)c1=O | 18 | 5 | -0.9 | -18 | 14 | -11 | -54 | -1 | 5 | 5 | -13
24 | Cc1c(C)c2ccc(OCC(=O)NC(Cc3ccc(Cl)cc3)C(=O)O)cc2oc1=O (configuration not stated) | -40 | -8 | -1.4 | 4 | 7 | 3 | -10 | -2 | -13 | -6 | -1
25 | Fc1ccc(-c2nc3c(-c4ccccc4)cnn3cc2CCN2CCOCC2)cc1 | 24 | 10 | 0.1 | 11 | -7 | 4 | 7 | 8 | -9 | 9 | 13

Pulled by compound from the entries so far (5):
entry | SMILES | NR5A2 inv ag | TLR9-MyD88 block | MC4R barr agon | NCOA2 inhibitor | NCOA3 inh | EBV LMP1 NFkB | SRC1 inh | NR2F2 inh | NOD2-RIPK2 inh | ABHD5 PLIN5 PPI | MC4R antagonist
9 | CCN(C(=O)CSc1nc2nc(C)cc(C)n2n1)C1CCS(=O)(=O)C1 (configuration not stated) | 11 | -8 | -1.0 | 0 | 8 | -3 | -7 | 11 | 1 | -3 | 0
7 | Cc1cc(C)c2nc(NC(=O)[C@@H](NC(=O)c3cccc(S(=O)(=O)N4CCOCC4)c3)C(C)C)sc2c1 | -17 | -5 | -0.5 | -7 | -4 | 7 | -7 | 5 | -3 | 1 | 5
6 | Nc1nnc2cc(F)ccc2n1 | -16 | 1 | -2.1 | -4 | -12 | 0 | -15 | 9 | -4 | -4 | 0
4 | O=C(CSc1nc2c(sc3ccccc32)c(=O)n1CCCN1CCCC1)NCc1ccccc1 | -12 | 3 | -0.4 | -24 | 1 | -10 | -19 | 2 | 6 | 0 | 12
23 | Cn1c(SCC(=O)NCCc2ccccc2)nc2c([nH]c3ccccc32)c1=O | 18 | 5 | -0.9 | -18 | 14 | -11 | -54 | -1 | 5 | 5 | -13

Following part
entry | SMILES | NR5A2 inv ag | TLR9-MyD88 block | MC4R barr agon | NCOA2 inhibitor | NCOA3 inh | EBV LMP1 NFkB | SRC1 inh | NR2F2 inh | NOD2-RIPK2 inh | ABHD5 PLIN5 PPI | MC4R antagonist
26 | C[C@H]1CN([C@@H](C)CO)C(=O)Cc2cc(NC(=O)CCC(F)(F)F)ccc2O[C@H]1CN(C)CC1CC1 | 10 | 8 | 0.7 | -8 | 17 | 8 | -16 | -3 | 0 | 12 | 4
27 | Cc1ccc(C)c(NC(=O)CN(C)C(C)C(=O)N2CC(C)CC(C)C2)c1 (configuration not stated) | 5 | -16 | -0.9 | 7 | -16 | -1 | 19 | 19 | 3 | -15 | 5
28 | CCCOC(=O)Nc1cc(OC)c(Cl)cc1OC | 6 | 9 | -3.0 | -4 | 12 | 2 | 7 | -4 | -14 | -4 | 2
29 | O=C(c1cc(-c2cccc(Br)c2)nc2ccccc12)N1CCCC1 | 1 | 4 | -3.2 | 3 | -2 | -3 | 11 | -1 | 19 | 5 | 9
30 | COc1ccc(N2CCN(C(=O)CSc3nnc(NC(=O)C4CCC4)s3)CC2)cc1 | -15 | 4 | -2.1 | -1 | 3 | -6 | 3 | 5 | -3 | -2 | 16
31 | C[n+]1ccc(/C=C/c2ccccc2O)c2ccccc21 | 8 | -1 | -0.3 | 23 | 22 | 13 | 5 | -18 | 3 | 20 | -36
32 | Cc1ccc(S(=O)(=O)N2[C@@H](c3ccccc3F)C(C(=O)O)=CC[C@H]2c2ccc(Cl)c(Cl)c2)cc1 | 0 | -7 | -0.8 | 7 | -4 | -4 | -11 | 3 | -5 | 1 | 13
33 | COc1ccc(C2=NOC(C(=O)Nc3cc(Br)ccc3O)C2)cc1OC (configuration not stated) | 2 | 8 | -2.3 | 8 | 12 | 3 | 5 | -10 | -6 | -5 | 2
34 | CC1CCN(C(=O)c2ccc3c(c2NCCO)C(=O)c2ccccc2C3=O)CC1 | -4 | 1 | -4.7 | 17 | 7 | 2 | 1 | 2 | -1 | 6 | -12
35 | O=C(Cn1c(=O)c(=O)n(Cc2ccccc2)c2ccc(Cl)cc21)NCC1CCCO1 (configuration not stated) | 1 | -13 | 0.5 | 18 | 11 | -1 | 1 | -22 | 9 | -6 | 9
36 | O=c1/c(=C\c2ccc(O)cc2)sc2n1C(c1ccccc1)C(c1ccccc1)=NN=2 (configuration not stated) | -1 | 5 | -2.9 | 21 | -13 | -7 | -10 | 8 | 2 | -14 | 8
37 | O=C(NCc1ccccc1)c1nc2c(nnn2Cc2cccc(Cl)c2)c(=O)[nH]1 | 1 | 2 | -1.0 | -16 | -12 | 6 | 9 | 20 | 9 | 2 | 0
38 | COC(=O)CC1C(=O)NCCN1C(=O)CSc1nnc(Nc2ccc(OC)cc2)s1 (configuration not stated) | -22 | -3 | -1.8 | -17 | 6 | 0 | -5 | 0 | 0 | -2 | 1
39 | CC(=O)Nc1ccc(S(=O)(=O)N2CCC(NC(C)=O)(c3cccc(F)c3)CC2)cc1 | -10 | -2 | 0.0 | -10 | -11 | 0 | 4 | -6 | -9 | 1 | 9
40 | C=CCNC(=S)Nc1ccc(OC)c(S(=O)(=O)N2CCOCC2)c1 | 2 | 0 | -0.7 | -13 | 13 | 2 | -9 | -9 | 11 | 9 | 5

Only part of the results is shown, so the mix of outcomes need not match the whole.
